MsrA act: bovine methionine sulfoxide reductase A activation; purified bovine MsrA, absorbance read-out; activation, % at 10.6 µM; actives 0.3% (n = 360,000); AID 602163; in the data active = activation above about 7.5%;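 note: 0% = vehicle and 100% = reference activator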
NRP1-CendR mod: modulators of CendR peptide binding to human neuropilin-1. actives 0.85% (n = 360,000). FAM-RPARPAR peptide binding to NRP-1, fluorescence polarization. O14786. inhibition, % at 25 µM;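 active = inhibition or corrected inhibition above about 18%, plus a signal ratio from 0.5 to 1.5, limit read from the data, passing the limit was not always enough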; note: strong numbers were not always called active
Target sequence (O14786 whole entry, looked up): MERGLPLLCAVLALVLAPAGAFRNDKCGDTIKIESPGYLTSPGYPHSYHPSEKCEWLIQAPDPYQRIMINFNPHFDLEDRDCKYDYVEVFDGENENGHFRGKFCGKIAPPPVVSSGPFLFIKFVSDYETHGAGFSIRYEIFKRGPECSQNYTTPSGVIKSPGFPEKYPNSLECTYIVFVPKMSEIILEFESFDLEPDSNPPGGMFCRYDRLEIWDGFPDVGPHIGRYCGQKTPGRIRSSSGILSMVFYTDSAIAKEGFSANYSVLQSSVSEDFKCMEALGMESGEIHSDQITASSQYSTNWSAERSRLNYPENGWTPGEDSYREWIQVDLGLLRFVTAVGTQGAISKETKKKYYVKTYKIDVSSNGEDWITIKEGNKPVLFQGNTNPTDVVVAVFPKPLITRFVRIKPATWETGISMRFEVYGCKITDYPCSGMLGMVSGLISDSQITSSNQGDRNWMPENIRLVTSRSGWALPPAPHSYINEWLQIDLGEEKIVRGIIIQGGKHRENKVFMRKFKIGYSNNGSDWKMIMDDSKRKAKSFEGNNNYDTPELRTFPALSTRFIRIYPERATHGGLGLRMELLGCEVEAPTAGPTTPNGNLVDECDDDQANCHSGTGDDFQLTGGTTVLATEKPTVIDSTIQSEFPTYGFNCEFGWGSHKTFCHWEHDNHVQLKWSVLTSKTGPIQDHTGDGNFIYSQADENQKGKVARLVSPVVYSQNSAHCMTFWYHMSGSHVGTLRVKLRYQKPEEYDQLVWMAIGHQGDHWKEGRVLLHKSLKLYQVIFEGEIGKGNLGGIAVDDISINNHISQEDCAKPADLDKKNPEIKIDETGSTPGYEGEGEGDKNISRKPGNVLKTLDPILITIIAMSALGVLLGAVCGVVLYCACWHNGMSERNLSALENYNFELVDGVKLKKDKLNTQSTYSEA
Scp-1 inhibitor: inhibitors of human Scp-1 phosphatase; Q9GZU7; Recombinant Scp1, phosphopeptide, malachite green phosphate absorbance; inhibition, % at 20 µM; actives 0.88% (n = 340,000); AID 493091;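 active = inhibition above about 50% at 20 µM, limit read from the data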;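 note: plate controls were DMSO wells with enzyme for no effect and wells lacking enzyme for full effect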
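Test system: SCP-1 catalytic domain; Buffer or medium: Acidic Tris acetate buffer with magnesium and detergent; Also added: Phosphorylated 17-residue peptide substrate; Compound: single 20 µM dose, 1% DMSO; Schedule: enzyme reaction 45 min at room temperature, colour 5 min, stabilisation 30 min; Signal: Phosphate-binding colour reagent, absorbance read at 630 nm.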
MsrA inh: inhibits bovine methionine sulfoxide reductase A. purified bovine MsrA, absorbance read-out. inhibition, % at 15.5 µM. actives 0.75% (n = 360,000); in the data active = inhibition above about 4.5%;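 note: 0% = vehicle wells with enzyme and 100% = reference inhibitor wells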
LMPTP inh: blocks human LMPTP phosphatase; actives 0.22% (n = 360,000); recombinant LMPTP-A, OMFP fluorogenic substrate, fluorescence intensity; inhibition, % at 20 µM;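 active = compounds that cut the enzyme signal by at least half of the control window in the single-dose screen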;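 note: plate controls were DMSO wells with enzyme plus substrate for no effect and substrate without enzyme for full effect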
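Buffer or medium: Bis-Tris pH 6.0, DTT, detergent; Assay system: LMPTP-A enzyme; Quantity: 0.625 nM enzyme; Detection: endpoint fluorescence intensity; Times: 50 min dark incubation at room temperature; Controls: substrate-only low control, DMSO enzyme-plus-substrate high control; Doses: single 20 µM dose; Read-out: percent inhibition versus substrate-only and uninhibited controls; Reagent: 400 µM OMFP.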
SUMO1 PPI mod: SUMO1-SIM interaction modulation; actives 0.33% (n = 360,000); SUMO1 binding to a labelled peptide, TR-FRET, 1 h; P63165; inhibition, % at 20 µM; in the data active = inhibition above about 37%
Target sequence (P63165 whole entry, looked up): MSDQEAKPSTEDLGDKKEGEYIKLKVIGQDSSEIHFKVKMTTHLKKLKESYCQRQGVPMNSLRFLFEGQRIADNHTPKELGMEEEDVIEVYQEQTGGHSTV
DNMT1 inh: DNMT1 (human) enzyme inhibition. DNMT1 molecular beacon, Hinp1I cleavage, fluorescence. inhibition (reported as % activation of signal), % at 10 µM. AID 588458. P26358. actives 0.83% (n = 360,000); in the data active = inhibition above about 50%
E coli Lon inh: inhibits E. coli Lon protease. P0A9M0. purified E. coli Lon protease, fluorescence polarization. inhibition, % at 7.94 µM. actives 0.42% (n = 360,000); in the data active = inhibition above about 13%, passing the limit was not always enough;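 note: 0% = enzyme with probe and DMSO and 100% = no enzyme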
STEP block: STEP (human) phosphatase inhibition; actives 0.25% (n = 360,000); P54829; recombinant STEP, OMFP fluorogenic substrate, fluorescence; inhibition, % at 20 µM; AID 588621;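 active = inhibition at 20 µM, scaled per plate between control wells, above about 37%, limit read from the data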;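 note: 0% = DMSO with enzyme and substrate and 100% = substrate only without enzyme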
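Test system: STEP tyrosine phosphatase / Reagent: OMFP at 25 µM / Doses: 20 µM, 1% DMSO / Read-out: percent inhibition scaled to no-enzyme and uninhibited-enzyme controls, plate-pattern corrected / Detection: FITC-channel fluorescence of OMFP product / Medium: Bis-Tris buffer pH 6.0, 2.5 mM DTT, 0.005% Tween 20 / Schedule: 20 min at room temperature, dark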
Tb MetRS inh: Trypanosoma brucei MetRS inhibition; purified T. brucei MetRS, ATP depletion, Kinase-Glo luminescence; AID 624268; actives 0.4% (n = 360,000); inhibition, % at 11.9 µM;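 active = inhibition above a per-plate cutoff of the control wells' mean inhibition plus 3 SD, cut at about 5.5% in these data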;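 note: 0% = DMSO wells median and 100% = median of wells with control inhibitor compound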
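Dosing: 11.9 µM single point; system: parasite MetRS enzyme; technique: luminescence of leftover ATP; times: 15 min enzyme-compound preincubation, 2 h reaction, 10 min detection, 25 °C; replicates: each compound tested once; read-out basis: percent inhibition relative to median high and low control wells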
* hit, by the source's call; . = not tested or not shown.

Molecule	MsrA act	NRP1-CendR mod	Scp-1 inhibitor	MsrA inh	LMPTP inh	SUMO1 PPI mod	DNMT1 inh	E coli Lon inh	STEP block	Tb MetRS inh
Cc1ccccc1NC(=O)C(=O)NCc1ccccn1	-2	-8	-6	-1.1	-1.0	5	1	5	-4	-0.7
COc1ccc(-n2ncc3c2CC(C)(C)CC3NC(=O)C2CCN(C(C)=O)CC2)cc1 (centres undefined)	-2	2	6	-0.4	-0.4	-5	1	3	-3	-1.0
C[C@]12CS(=O)(=O)C[C@H]1SC(=S)N2c1ccccc1	-3	4	10	-0.2	-1.3	0	2	4	-4	-0.2
CCOc1ccc(NC(=O)CN(C)C(=O)c2cc(S(=O)(=O)N3CCCCCC3)ccc2OC)cc1OCC	1	7	-6	-0.7	-0.4	3	3	5	2	-0.4
Nn1c(SCC(=O)Nc2ccc3c(c2)OCO3)nnc1-c1ccccc1	-1	1	-1	0.4	0.0	5	-2	4	-5	-0.1
Cc1ccc(C(=O)CSc2nnnn2-c2ccccc2)o1	-2	4	-1	0.8	0.3	-5	1	9	-1	-0.3
Nc1c(C(=O)NCCN2CCOCC2)c2nc3ccccc3nc2n1-c1cccc(F)c1	-6	-16	-7	1.5	-1.7	-11	-12	-21	0	-0.9
C#CCN(C[C@@H]1[C@@H](OC(=O)NC2CCCC2)[C@@H](OC(=O)NC2CCCC2)Cn2c(=O)ccc(=O)n21)S(=O)(=O)c1ccc(C)cc1	-3	-2	.	0.1	-0.8	-3	-8	-4	1	-0.5
CC1(C)SC(C)(C)N(C=O)C1C(=O)O (centres undefined)	-3	7	-3	0.7	0.4	-1	9	-18	-2	-0.2
CN(Cc1ccccn1)C(=O)c1ccc2nc(Cc3cccc(Cl)c3)oc2c1	0	12	-2	1.5	5.3	0	0	3	-1	-0.2
COC(=O)C(NC(=O)c1ccccc1)C(C)(C)SCc1ccccc1 (centres undefined)	1	-4	.	-0.7	-0.7	3	4	6	0	-0.1
O=C(c1ccc(NS(=O)(=O)c2ccc(F)cc2)cc1)N1CCCCC1	-6	0	-4	0.8	-2.3	6	-1	-6	-4	-0.6
O=C1C=C(c2ccc(Br)c3ccccc23)C[C@@H](c2ccc3c(c2)OCO3)C1	-2	-2	-9	1.4	3.3	2	-4	4	0	-0.4
O=C(N/C(=C\c1cccnc1)C(=O)N1CCC(O)CC1)c1ccccc1	-3	16	-5	1.0	-0.8	8	2	0	-2	-0.2
OCCC1CN(CC2CC2)CCN1Cc1ccc(F)c(F)c1 (centres undefined)	-2	11	-7	-0.6	-1.5	3	-3	3	-1	-0.8
CCOC(=O)c1ccc2c(c1)[nH]c(=S)n2CC	-3	5	-6	0.1	-2.5	5	5	2	-1	0.1
O=C1Nc2ccccc2/C1=C/c1ccc([N+](=O)[O-])cc1	-4	6	-8	2.3	1.3	-25	2	4	-2	-0.7
CCOC(=O)N1CCN(C(=O)C[C@@H]2C[C@@]3(C(=O)OC)CC(C)(C)CC=C3N(Cc3ccco3)C2=O)CC1	.	11	.	-0.9	-0.5	-4	.	.	.	-0.4
O=C(CN(C(=O)c1csnn1)c1ccc(Cl)cc1)NCc1ccc2c(c1)OCO2	-2	1	2	-1.4	0.9	5	2	-2	2	0.6
COc1ccc(OCCNC(=O)c2ccccc2Cl)cc1	0	0	-10	-0.5	-1.4	7	-1	-8	3	-0.3

Reprinted at random: 3 entries already listed, in no set order.
Molecule	MsrA act	NRP1-CendR mod	Scp-1 inhibitor	MsrA inh	LMPTP inh	SUMO1 PPI mod	DNMT1 inh	E coli Lon inh	STEP block	Tb MetRS inh
OCCC1CN(CC2CC2)CCN1Cc1ccc(F)c(F)c1 (centres undefined)	-2	11	-7	-0.6	-1.5	3	-3	3	-1	-0.8
CCOC(=O)N1CCN(C(=O)C[C@@H]2C[C@@]3(C(=O)OC)CC(C)(C)CC=C3N(Cc3ccco3)C2=O)CC1	.	11	.	-0.9	-0.5	-4	.	.	.	-0.4
COc1ccc(-n2ncc3c2CC(C)(C)CC3NC(=O)C2CCN(C(C)=O)CC2)cc1 (centres undefined)	-2	2	6	-0.4	-0.4	-5	1	3	-3	-1.0

(next part)
Molecule	MsrA act	NRP1-CendR mod	Scp-1 inhibitor	MsrA inh	LMPTP inh	SUMO1 PPI mod	DNMT1 inh	E coli Lon inh	STEP block	Tb MetRS inh
C=CCn1c(NCc2ccccc2OC)nc2ccccc21	0	-3	-1	0.1	3.3	-5	1	7	-4	0.7
O=C(COC(=O)c1ccccc1Nc1cccc(C(F)(F)F)c1)NCc1ccco1	-2	-24	77*	-0.1	20	6	91*	-2	18	0.1
O=C(O)c1cccc(-n2c(-c3cnccn3)n[nH]c2=S)c1	-10	-8	1	-0.6	-1.6	2	-2	-6	-3	-2.1
COc1ccc(NC(=O)CN(C)CC(=O)N2CC(=O)Nc3ccccc32)cc1	-2	-1	-8	-0.9	-1.5	2	-2	1	0	0.1
O=C(c1ccccc1)c1ccc(-n2cnnc2)c([N+](=O)[O-])c1	-2	5	-3	1.9	0.3	-35	-2	-2	3	24*
O=C(Nc1ncc2c(n1)-c1ccccc1CC2)c1cccs1	-2	3	1	0.9	0.5	6	3	-7	2	-0.5
O=C(CC(c1ccccc1)c1cc(Cl)ccc1O)N1CCOCC1 (centres undefined)	9.8*	1	2	-0.2	0.2	3	-4	1	-1	-0.5
CCCN1C(=O)C(O)(CC(=O)c2cccc(OC)c2)c2ccccc21 (centres undefined)	-5	2	-4	0.2	0.2	-6	-6	-4	-3	-0.7
COc1ccc(N2CCN(C(=O)CCn3nnc4ccccc43)CC2)cc1	-1	-2	1	-1.0	-1.3	6	-15	3	1	-0.3
CCOC(=O)c1c(-c2ccccc2)oc2cc(Br)c(O)c(C=O)c12	-3	-26	-8	-0.7	0.0	2	-3	-1	0	-0.4
COc1ccccc1C(=O)Nc1ccon1	-4	4	-2	0.6	-0.7	-3	-5	-11	10	-0.9
CCc1ccc(/C=N/n2c(C3CCCCC3)n[nH]c2=S)cc1	0	13	-1	0.1	3.2	6	-2	-6	23	-0.2
O=C1c2ccccc2NC(c2ccccc2O)N1c1ccc(F)cc1 (centres undefined)	6	-1	-13	0.4	-0.9	4	-2	-10	1	0.1
Cc1ccc(-c2nc(-c3ccncc3)no2)cc1	0	3	-12	-0.2	0.3	-3	1	-18	0	-0.4
CC(=O)NC(CCS(C)(=O)=O)C(=O)Nc1ccccc1C (centres undefined)	-3	-3	-6	0.9	-1.1	2	1	-3	-4	-1.3
O=C(CNS(=O)(=O)c1cccc2nsnc12)NCCc1ccccc1	-2	-4	-1	-0.2	-0.7	-32	0	1	0	-0.5
O=C1OCC/C1=C\c1ccc2c(c1)OCO2	-4	7	-9	3.9	-0.1	-25	3	6	1	-1.1
Cc1cc(NCc2ccccn2)n2ncc(-c3ccc(Cl)cc3)c2n1	-3	8	-12	-0.8	4.9	6	3	-1	-2	0.0
CC1(C)CC2CC(C)(CN2C(=O)CN2C(=O)c3ccccc3C2=O)C1 (centres undefined)	1	-2	2	0.4	-0.1	-15	2	-6	-3	0.1
Cc1nc2ccc(Br)cn2c1C(=O)N/N=C\c1ccccc1Cl	-5	-3	-5	1.8	-1.4	0	17	1	3	-0.6
COc1cc(C(=O)Nc2ccc(C(=O)c3ccncc3)cc2)cc(OC)c1OC	-3	1	.	1.9	-0.5	-15	-5	-16	1	-0.1
Cc1nc2c(C(=O)NCc3ccc4c(c3)OCO4)cnn2c(C)c1Cc1ccc(F)cc1Cl	-2	4	-4	-0.9	8.9	3	-4	1	7	-0.3
CN(CC(=O)Nc1ccc(Cl)cc1)C(=O)c1ccc(S(=O)(=O)Nc2ccccc2)cc1	-7	1	-3	0.1	-0.9	1	2	4	0	-0.5
Cn1ccc2c(/C=C/c3ccc(F)cc3)cc3c(c21)C1CCC3O1 (centres undefined)	-8	-6	.	0.1	3.3	-9	-29	-4	3	-1.3
Cc1nc(SCC(=O)NCC2CCCO2)c2c(C)c(C)sc2n1 (centres undefined)	-2	21	-8	0.8	-1.3	5	0	2	11	0.7
COc1ccc(N(CCC#N)C(=O)/C(C#N)=C/c2cccs2)cc1	-4	2	-7	5.5*	2.0	-15	4	5	2	-0.5
CCOC(=O)c1[nH]c(C)c(C(=O)N2CCN(C(=O)OCC)CC2)c1CC	-11	3	4	-1.4	-0.7	-4	6	0	-1	-1.9
Cc1onc(NC(=O)c2ccc(Cl)cc2Cl)c1Br	5	4	0	0.2	0.0	5	0	-7	0	-0.2
OCCc1ccc(NCCc2cccs2)cc1	-2	11	.	-1.9	-1.1	7	5	-4	-2	-0.2
CCCN1CCC(=NNc2ccc(S(=O)(=O)N3CCOCC3)cc2[N+](=O)[O-])CC1	-10	15	6	-0.8	0.3	-32	3	-8	2	-1.4
COc1cccc(COC(=O)CCNC(=O)c2ccc(Cl)cc2)c1OC	-2	-8	-2	-1.0	-0.7	4	0	-5	0	-0.5
CC(C)(Oc1ccc(Cl)cc1)C(=O)Nc1ccc2oc(-c3ccncc3)nc2c1	-3	-1	2	1.0	-0.3	-3	-8	-3	6	-1.3
Cc1ccc(N2C(=O)N(CC(=O)NC(c3ccccc3)c3ccccc3)C(=O)C2C)cc1 (centres undefined)	-2	6	-13	0.1	0.8	-2	-4	-11	-1	0.2
O=C(Cc1cccc2ccccc12)NNC(=O)Nc1ccc(Cl)cc1	1	0	8	2.4	0.5	7	5	-3	2	1.7
O=C(NCCCn1ccnc1)C1CCN(S(=O)(=O)c2cc([N+](=O)[O-])ccc2Cl)CC1	-2	10	0	0.8	19	-74	-42	-5	1	-0.4
C=CCn1c(SC(C)C(=O)c2c(N)n(C)c(=O)n(C)c2=O)nnc1-c1ccoc1C (centres undefined)	-2	3	-8	0.4	-1.4	3	2	-3	2	0.3
O=C(CCN1C(=O)/C(=C/c2ccco2)SC1=S)Nc1ccc(O)cc1C(=O)O	-4	-77	64*	2.3	7.1	40*	71*	-13	35	-0.1
Cc1ccc(C23CC4CC(CC(C(=O)NC(C)C(N)=O)(C4)C2)C3)cc1 (centres undefined)	-2	6	-7	-1.0	-0.5	-7	0	-3	-3	-0.3
CC(C)C(=O)Nc1ccc(N2CCN(C(=O)c3cccs3)CC2)cc1	-2	7	-9	-0.3	-1.9	-3	-5	7	-4	0.1
COc1ccc(C2CC(C(F)(F)F)n3nc(C(=O)NCc4cn(C)nc4C)c(Cl)c3N2)cc1 (centres undefined)	-1	-11	-4	1.0	0.3	-2	-4	11	-2	-0.3
CCOC(=O)C1CCCN(C(=O)CSCc2ccccc2)C1 (centres undefined)	-3	-7	-7	-0.3	-0.8	-1	2	1	3	-0.5

High-throughput results (PubChem BioAssay)
